Compound activity (PubChem)
Pemphigus Ab inh – blocks pemphigus antibody binding to human desmoglein-3. 310,000 tested, 0.48% active. AID 588358. binding (percent of control), % at 10 µM. P32926. DSG3-coupled beads, scFv-anti-DSG3-GFP binding, flow cytometry; stronger effect = lower value;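 active means binding more than 3 SD below its plate's average and above zero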;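 further: hits lower antibody fragment binding to DSG3; some compounds called inactive have numbers as strong as hits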
Target sequence (P32926 whole entry, looked up, the tested form may be a part): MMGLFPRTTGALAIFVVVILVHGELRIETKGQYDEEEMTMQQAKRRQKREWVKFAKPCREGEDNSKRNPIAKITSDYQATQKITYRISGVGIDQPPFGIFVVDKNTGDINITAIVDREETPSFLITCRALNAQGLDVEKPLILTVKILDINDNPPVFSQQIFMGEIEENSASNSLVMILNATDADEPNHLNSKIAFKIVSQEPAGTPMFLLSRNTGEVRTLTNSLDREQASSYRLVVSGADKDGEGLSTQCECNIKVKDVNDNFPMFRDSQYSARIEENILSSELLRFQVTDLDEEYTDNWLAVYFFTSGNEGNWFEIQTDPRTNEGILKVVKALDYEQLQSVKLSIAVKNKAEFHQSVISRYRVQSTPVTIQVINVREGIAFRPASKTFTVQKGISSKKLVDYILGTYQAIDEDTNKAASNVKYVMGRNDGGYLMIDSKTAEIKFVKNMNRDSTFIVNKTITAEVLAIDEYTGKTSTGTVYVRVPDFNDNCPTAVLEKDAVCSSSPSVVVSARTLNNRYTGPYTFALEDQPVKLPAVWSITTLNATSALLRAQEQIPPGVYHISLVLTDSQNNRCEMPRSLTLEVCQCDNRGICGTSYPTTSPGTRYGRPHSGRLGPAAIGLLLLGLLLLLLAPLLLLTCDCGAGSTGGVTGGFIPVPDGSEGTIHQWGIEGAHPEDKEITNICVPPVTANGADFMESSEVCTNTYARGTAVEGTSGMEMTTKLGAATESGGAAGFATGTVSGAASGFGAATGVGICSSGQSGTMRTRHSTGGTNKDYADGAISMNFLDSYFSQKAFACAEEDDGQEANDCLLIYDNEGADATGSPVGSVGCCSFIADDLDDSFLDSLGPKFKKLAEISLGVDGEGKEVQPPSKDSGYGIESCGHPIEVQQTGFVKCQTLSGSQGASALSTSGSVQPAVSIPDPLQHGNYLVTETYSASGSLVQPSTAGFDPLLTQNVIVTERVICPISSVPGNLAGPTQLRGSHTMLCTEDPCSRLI
MOR-DOR ag – OPRM1-OPRD1 heterodimerization agonism; P35372+P41143; cells, luminescence; activation, % at 9.3 µM; 340,000 tested, 0.3% active; AID 504326; in the data active means activation above about 18%;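 further: 0% = vehicle-treated cells and 100% = reference agonist; values of inactives mirror those of a sister screen read the other way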
PfHsp90 set2 – inhibits growth of yeast expressing Plasmodium falciparum Hsp90; S. cerevisiae expressing PfHsp90, BacTiter-Glo ATP, 48 h; yeast lacking PDR1 and PDR3 efflux regulators; inhibition, % at 9.4 µM; 310,000 tested, 0.32% active; AID 504621;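 active means every replicate shows inhibition above about 80%, whatever the replicate mean, limit read from the data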;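 further: 0% = DMSO neutral controls and 100% = 20 µM radicicol positive controls; yeast relying on Plasmodium falciparum Hsp90 in place of its own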
MOR-DOR inv ag – inverse agonist of human OPRM1-OPRD1 heterodimerization; P35372+P41143; cell-based MOR-DOR heterodimer luminescence, inverse agonism; inhibition, % at 9.3 µM; 340,000 tested, 0.21% active; AID 504357; in the data active means inhibition above about 22%, passing the limit was not always enough;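 further: 0% = cells with DMSO and 100% = wells without cells with DMSO; values of inactives mirror those of a sister screen read the other way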
HTR5A ag ctr – counter-screen for OPRM1-OPRD1 agonists: human HTR5A agonism; P47898; HTR5A agonist assay, luminescence, cell-based; activation, % at 9.3 µM; 340,000 tested, 0.61% active; in the data active means activation mostly above about 9.5%, no sharp cut-off; inactive means mostly below about 7.6%;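 further: 0% = cells with vehicle only and 100% = reference agonist; strong numbers were not always called active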
HTR5A inv ag – inverse agonist of human HTR5A in OPRM1-OPRD1 counter-screen; HTR5A cell line, luminescence, inverse agonism; inhibition, % at 9.3 µM; 340,000 tested, 0.083% active; AID 504634; in the data active means inhibition mostly above about 23%, no sharp cut-off; inactive means mostly below about 18%;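 further: 0% = cells with DMSO and 100% = no-cell wells with DMSO; some compounds called inactive have numbers as strong as hits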
Mot1-301 SUMO – inhibitors of SUMOylation pathway: yeast Mot1-301 growth rescue | S. cerevisiae Mot1-301 growth rescue, ATP luminescence, 38.5C; percent above DMSO median, 100 means doubled | growth rescue, % at 18.8 µM | 320,000 tested, 1% active | AID 2716;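 active means every valid replicate shows activation above 250% relative to neutral control wells; inactive means the rest, any valid replicate at or below 250%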;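 further: OY570 slx delta 5 strain wells were the positive control but not used for scaling; some compounds called inactive have numbers as strong as hits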
PKA-R1A activ – activators of PKA-R1A complex; P00514+P68181; PKA-R1A dissociation, Cy5-IP20 fluorescence polarization; scaled: DMSO 0%, 113 µM cGMP 100%; activation, % at 11.4 µM; 340,000 tested, 0.083% active;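 active means percent activation above the mean of all tested compounds plus 3 SD, cut at about 19% in these data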;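 further: higher means more PKAc released from R1A so a rise in polarization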
Ecoli viability – bacterial growth inhibition, counter-screen for AddAB inhibitors | 330,000 tested, 0.27% active | inhibition, % at 11.9 µM | E. coli V3065 growth, OD600 absorbance, 18 h;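 active means inhibition above the campaign's mean inhibition across all tested compounds plus 3 SD, cut at about 9.9% in these data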;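 further: uninfected addAB+ strain grown without phage in ampicillin broth; 0% = DMSO wells and 100% = ciprofloxacin 0.95 µg/ml wells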
AddAB inh – less growth of phage-infected E. coli with AddAB; inhibition, % at 11.9 µM; 330,000 tested, 0.29% active; E. coli expressing H. pylori AddAB, absorbance growth; in the data active means inhibition above about 12%;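 further: 0% = vehicle wells of infected cells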
phage Ecoli inh – E. coli growth loss with phage present. growth absorbance. inhibition, % at 11.9 µM. 360,000 tested, 0.26% active; in the data active means inhibition above about 11%
Numbers without * were called inactive; . = no result given.

Sequence of screens – Pemphigus Ab inh	MOR-DOR ag	PfHsp90 set2	MOR-DOR inv ag	HTR5A ag ctr	HTR5A inv ag	Mot1-301 SUMO	PKA-R1A activ	Ecoli viability	AddAB inh	phage Ecoli inh
COC(=O)CCCNC(=O)c1ccc(OS(=O)(=O)c2cc([N+](=O)[O-])ccc2C)cc1
  106	2.8	.	-18	6	-17	-16	5	-0.4	4.9	2.9
Cc1nonc1NC(=O)CSc1nc(C2CCCCC2)nc2ccccc12
  107	3.2	-7	-16	-6	-13	-1	-1	-3.8	2.3	4.2
Cc1ccc(NS(=O)(=O)c2ccc(-c3ccc(=O)[nH]n3)o2)cc1Cl
  .	-0.6	-9	3	-1	-17	-2	3	-0.2	3.2	-3.4
COc1cc(Cl)ccc1OCc1cc(C(=O)N(C)Cc2nnc(C)o2)no1
  97	-3.0	13	16	2	-24	-7	4	-1.2	2.1	3.0
Cc1ccc(OCc2ccc(C(=O)NN)o2)cc1C
  .	0.5	0	-2	-3	-8	-2	3	0.1	0.3	-3.4
COc1cccc(C(=O)Nc2ccc(C(=O)c3ccccc3)cc2)c1
  122	4.3	1	-21	-3	10	18	3	2.4	1.3	0.9
Cc1ccc(CNC(=O)c2csc3c2CCCCC3)cc1
  .	-0.7	.	4	1	-4	8	6	-1.5	1.1	1.5
COc1ccc(C)cc1S(=O)(=O)N(CC(=O)N1CCOCC1)c1cc(C)cc(C)c1
  .	-2.7	-12	14	0	-36	-9	0	2.4	1.3	-0.7
COc1ccc(C)cc1NC(=O)CNC(c1ccccc1)c1ccc(C)cc1 (configuration not stated)
  104	4.0	-29	-18	-4	16	-3	-5	2.3	1.0	-0.4
CN1CCN(CCc2nc3cc(NC(=O)COc4ccccc4)ccc3n2C)CC1
  107	-1.5	.	9	-5	-17	-8	7	-1.9	1.6	4.5
O=[N+]([O-])c1cccnc1N1CCC(c2cc(-c3cccc(C(F)(F)F)c3)n[nH]2)CC1
  99	6.5	1	-34	1	14	165	-5	-3.0	1.9	0.7
OCC1CCCCN1C(=S)Nc1ccc(Cl)cc1Cl (configuration not stated)
  99	-0.5	6	2	3	-20	-1	2	-0.3	-0.1	4.1
COc1ccc(-c2cc(C(=O)N3CCN(c4ncccn4)CC3)c3ccccc3n2)cc1OC
  .	-1.9	4	8	3	14	-3	1	0.5	1.5	2.7
O=C(NCCCCNC(=O)c1ccc(Cl)s1)c1ccc(Cl)s1
  102	-1.2	-1	5	-1	3	226	8	-1.8	4.0	2.0
O=C(OCC(=O)N1CCCc2ccccc21)c1ccc(F)c(S(=O)(=O)N2CCOCC2)c1
  104	-0.9	-6	6	3	-10	-30	-2	2.3	4.5	1.9
COc1ccccc1NS(=O)(=O)c1cc(NC(=O)c2ccc3c(c2)OCCO3)ccc1C
  .	1.6	-11	-8	0	-7	-14	-5	0.9	2.1	-0.6
Cn1c(COc2ccc(Cl)cc2)nnc1SCC(=O)NC1CC1
  102	-1.3	-10	5	2	7	10	-2	-1.5	1.1	0.6
Cc1ccc(-c2ccc(C(=O)NCc3ccc(Cl)cc3)o2)c2ccccc12
  97	3.0	13	-16	4	6	20	-1	-2.2	1.5	3.7
Cc1ccc(S(=O)(=O)C2C(=O)N(C)C3(C)CC2c2ccccc2O3)cc1C (configuration not stated)
  102	-1.3	15	7	6	22	45	5	-3.0	-0.4	2.7
Nc1nc(SCC(=O)c2ccc(Cl)cc2)c2ncn(C3OC(CO)C(O)C3O)c2n1 (configuration not stated)
  97	-1.2	5	6	3	-12	.	-2	.	.	4.1
CSc1nnc2c(n1)OC(C)N(C(=O)c1ccccc1)c1ccccc1-2 (configuration not stated)
  .	-0.4	.	2	0	1	-13	-4	-1.7	0.8	0.7
N#CC1(C#N)OC12CCS(=O)(=O)c1ccccc12 (configuration not stated)
  .	-1.0	-18	5	2	-7	.	9	.	.	2.9
COCCNC(=S)N1CCC(NC(=O)Nc2ccc(C)cc2)CC1
  103	-0.4	23	2	-1	2	10	-5	1.5	0.4	2.2
O=C(c1cccc([N+](=O)[O-])c1)N1CCCC(C(=O)N2CCN(c3ccccc3)CC2)C1 (configuration not stated)
  109	-2.4	-10	13	4	-18	-2	-9	2.4	-0.8	2.5
CC1(C)CC(=O)C=C(Nc2ccc(C(=O)O)cc2)C1
  95	-0.8	5	4	-1	14	6	1	-0.9	1.8	1.6
COc1cc(C(=O)NCCC2=CCCCC2)ccc1OCc1c(C)noc1C
  101	-0.9	-21	3	2	-1	18	-4	-1.1	3.4	2.9
CCc1nnc(NC(=O)C2CCCN2C(=O)Nc2ccc(Cl)cc2)s1 (configuration not stated)
  124	0.5	-29	-4	2	-7	16	-3	-0.1	0.9	2.4
COc1ccc(C(=O)O)c(O)c1
  99	-0.5	-33	3	0	-28	-7	0	-1.5	0.3	2.8
Nc1ncnc2c1ncn2[C@@H]1O[C@H](CNS(=O)(=O)CCCCl)[C@@H](O)[C@H]1O
  95	-2.2	-8	10	4	-13	23	-5	0.4	0.7	0.7
CCNC(=O)c1cc2c(=O)n3cccc(C)c3nc2n(Cc2ccc(C)cc2)c1=N
  104	-1.9	2	11	3	-8	5	-8	-1.3	2.5	0.6
Cc1cc(C)n2nc(SC(C)C(=O)N3CCOCC3)nc2n1 (configuration not stated)
  42	-5.7	.	37*	1	7	.	-12	.	.	-1.3
Cc1ccccc1-c1nn(-c2ccccc2)cc1C(=O)NCC(c1ccco1)N1CCCC1 (configuration not stated)
  101	0.7	13	-3	0	14	8	-7	2.1	1.5	-2.8
CC(C)[C@H](NC(=O)[C@H](Cc1ccccc1)n1c(=O)[nH]c2ccccc2c1=O)C(=O)N1CCC[C@H]1C(=O)O
  104	-3.8	-2	19	3	24	5	12	0.7	3.2	0.7
CC(C)c1ccc(NC(=S)NC2CCCCCC2)cc1
  103	3.6	-2	-20	16*	-43	17	-19	87*	98*	0.6
Cc1ccc(C(=O)Nc2ccc(N3CCOCC3)cc2N2CCOCC2)cc1
  107	-0.8	3	6	9	-4	11	-13	0.3	1.1	0.9
COc1ccc(NC(=O)Nc2ccc3c(c2)C(=O)N([C@H](C)CO)C[C@H](C)[C@@H](CN(C)C(=O)NC(C)C)O3)cc1
  94	-0.4	3	3	-1	5	7	-7	1.5	0.6	2.0
Cc1ccccc1C(=O)c1cccn1CC(=O)NCc1ccc(Cl)cc1
  105	1.8	9	-9	1	24	4	-17	-0.8	-1.6	2.2
CCc1cc(=O)oc2cc(C)cc(OC(C)C(=O)NCc3ccccn3)c12 (configuration not stated)
  108	-2.5	-5	13	4	-30	-7	-15	2.2	2.2	0.5
COc1cccc(-c2nn(-c3ccccc3)cc2CO)c1
  99	-0.3	0	2	4	5	9	-3	2.5	1.5	0.5
CCN(CC(=O)Nc1cc(Cl)ccc1C)C(=O)CCc1nc2ccccc2c(=O)[nH]1
  104	-6.1	28	23	11	8	7	-12	1.9	0.6	1.5
O=C(COC(=O)c1ccccc1NCCO)Nc1ccc(S(=O)(=O)NC2=NCCCCC2)cc1
  .	-3.0	12	11	3	11	.	4	.	.	2.4
CC[C@]12C(=O)N(C)C[C@H]([C@@H]3C(=O)N(Cc4ccccc4)C(=O)[C@@H]31)N2C(=O)c1ccc(F)cc1
  105	-0.9	-27	6	1	-4	.	-9	.	.	2.6
COc1ccc(C(C(=O)NCc2ccccc2)N(C(=O)c2snc(C(N)=O)c2N)c2ccccc2OC)cc1OC (configuration not stated)
  116	-0.9	-3	7	3	2	-2	2	-0.4	1.9	1.4
O=C(Cc1ccc(NC(=O)C2CCN(C(=O)C3CCCC3)CC2)cc1)Nc1ccc(C(=O)N2CCOCC2)cc1
  97	-3.5	-11	16	0	-1	.	-9	.	.	0.1
O=C(Nc1ccccc1N1CCOCC1)c1ccc2ccccc2c1
  98	-0.4	-21	2	-3	-2	-21	3	-1.1	4.7	1.6
COc1ccc(NC(=O)C2CCCN(c3c4c(nc5ncnn35)CCC4)C2)cc1 (configuration not stated)
  100	-0.1	21	1	-1	-7	34	2	-2.2	1.1	-0.8
CC1CCCCN1S(=O)(=O)c1ccc(NC(=O)c2cccc(-n3cnnn3)c2)cc1 (configuration not stated)
  99	-1.6	0	7	2	-6	-17	-11	0.4	1.2	3.3
COc1ccc(/C=C2/SC(=O)N(CC(O)Cn3c4ccccc4c4ccccc43)C2=O)cc1 (configuration not stated)
  91	2.2	-63	-15	0	-2	-17	-3	1.2	0.7	2.1
COc1cc2oc(=O)cc(-c3ccc(-c4ccc(C#N)cc4)cc3)c2c(OC)c1OC
  98	-1.7	3	9	0	-1	.	1	0.2	-1.4	0.9
CCC1CCc2c(sc(NC(=O)c3cccnc3)c2C(N)=O)C1 (configuration not stated)
  80	0.2	8	-1	7	16	74	2	-0.9	1.1	3.2
Cc1c(Br)c(C(F)(F)F)nn1CC(=O)NCc1ccccc1
  108	-0.8	11	4	-1	2	67	3	-0.2	1.0	1.2
CCOc1ccccc1NC(=O)C(CC(C)C)NC(=O)C1CCCCC1 (configuration not stated)
  .	-0.7	69	4	-5	-18	-4	-7	-3.6	1.4	2.0
CCC1C(=O)N=C(SCC(=O)NC2CCCCC2)NC1=O (configuration not stated)
  90	0.7	.	-5	0	-1	172	-6	1.7	-2.7	3.6
CC(=O)NCCC(=O)Nc1cc(S(=O)(=O)N2CCCCC2)ccc1Oc1ccccc1
  .	-1.4	-5	7	-6	0	-4	-9	2.1	2.3	-1.6
O=C(c1ccc(Br)s1)N1CCCC1
  100	-2.1	-7	11	-1	-30	43	-16	4.8	0.2	2.9
Cc1cc(=O)n2nc(N3CCCC(C(=O)NCc4ccccc4Br)C3)sc2n1 (configuration not stated)
  103	-2.1	0	11	5	-18	3	6	-1.4	1.9	-0.5
O=C(C[n+]1ccccc1)N/N=C/c1ccc(O)cc1
  100	-3.6	-6	18	2	-12	-17	6	-0.2	-1.7	2.6
CCCc1cc(=O)[nH]c(SCC(=O)Nc2ccc(OCc3ccccc3)cc2)n1
  .	-0.7	-3	3	-1	2	0	-3	1.4	2.9	0.9
CCC1(C(=O)c2ccc(Cl)cc2)C2c3ccccc3OC(=O)C21C(=O)Nc1ccccc1 (configuration not stated)
  .	4.2	-3	-20	3	5	81	-4	3.7	4.2	0.3
O=C(NCc1ccco1)c1ccc([N+](=O)[O-])cc1Cl
  129	0.7	10	-3	0	2	15	-3	2.2	0.0	-0.8
Cc1cc2c(N3CCCCC3C)ncnc2s1 (configuration not stated)
  107	3.9	.	-19	2	-4	14	-4	-0.4	3.3	1.6
